# Screens from PubChem.
# AT treatment: potential ataxia-telangiectasia treatments restoring KAP-1 phosphorylation; […] A-T fibroblasts, KAP-1 phosphorylation AlphaLISA; neocarzinostatin DNA damage 30 min before lysis; Potency, µM (series often up to 57.5 µM), without a hit: at the highest dose activation, most hits filed as activators; actives 0.19% (n = 320,000); note: potency is the fitted concentration of half-maximal effect; % of control where 0% means no effect; nearly all actives have a fitted effect of over 45% in size
#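 hTERT-immortalized A-T patient fibroblasts ([…]), 500 cells/well in OPTI-MEM, 1% FBS, got compounds for 60 min, then NCS for 30 min at 37C. Lysates were then assayed for phospho-KAP-1 by AlphaLISA (anti-pKAP1 donor, anti-KAP1 acceptor beads), 6 hr at 25C.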
# TSHR antagonist: human thyrotropin receptor antagonism; actives 0.2% (n = 330,000); TSHR-expressing cells, TSH-stimulated cAMP HTRF, 2 h; active compounds read low; P16473; AID 504810; activity change, negative = inhibition, % at 11.5 µM;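 active = activity change below a set negative limit, meaning inhibition stronger than a set level, cut at about -70% in these data; inconclusive = activity change between two set negative limits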; note: % is set by controls: 0 for no effect and ±100 for the full control effect
#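 Cell-based HTRF cAMP assay; TSHR cells + compound, TSH EC80 (4nM final), 2 h, 37 deg C. Lysis with anti-cAMP cryptate and cAMP-d2, 30 min RT, read 665/620 nm.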
# KCNH2 WT inh: KCNH2 (human, wildtype) channel inhibition | Q12809 | U2OS, BacMam KCNH2, thallium flux FluxOr; active compounds read low | activity change, % at 1.84 µM | actives 0.37% (n = 340,000);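 active = maximum activity change below -70%; inconclusive = maximum activity change between -70% and -50%; inactive = maximum activity change above -50%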; note: % is set by controls: 0 for no effect and ±100 for the full control effect
#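 U2OS cells were transduced with wild-type KCNH2 virus (2.03 x 10^8 / mL) for 4 h at room temperature, then cultured overnight at 37 C. Thallium flux was read with FluxOr dye. Rate constants were normalized to DMSO controls.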
# Eya2 inh: inhibitors of human Eya2 phosphatase activity | O00167 | recombinant Eya2, OMFP fluorescence dephosphorylation (OMFP is methylfluorescein phosphate) | Potency, µM (top dose mostly 76.9 µM), inactives show at the highest dose activity, negative = inhibition, most hits filed as inhibitors | AID 488837 | actives 0.006% (n = 330,000); note: potency is the fitted concentration of half-maximal effect; % is set by controls: 0 for no effect and ±100 for the full control effect
#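 Eya2 protein (added as 0.2 uM solution) was preincubated with compound for 10 min at ambient temperature in 50 mM HEPES pH 7.5, 50 mM NaCl, 5 uM MgCl2, 0.05% BSA, 1 mM DTT. OMFP (added at 50 uM) then reacted 10 min; fluorescence read at 485/525 nm.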
# TCR act: activators of T cell receptors; primary human leukocytes, anti-CD3, IL-2 HTRF, 48 h; Potency, µM (top dose mostly 9.22 µM), for inactives: at the highest dose activation of IL-2 secretion, usual class: activators; 330,000 tested, under 10 active; AID 504894; note: % of control where 0% means no effect
#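 Human primary leukocytes + a-CD3 beads + cpd, 48 hr; IL-2 in supernatant by HTRF (ex 320nm / em 665nm). No co-stimulatory signal supplied.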
# USP2a block: blocks human ubiquitin-specific protease USP2a | O75604 | USP2 core, Ub-CHOP2 coupled fluorogenic reporter, 485/531 | Potency, µM (series often up to 38.3 µM), inactives show at the highest dose activity change, negative = inhibition, most hits filed as inhibitors | actives 0.01% (n = 330,000);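 note: potency is the fitted concentration of half-maximal effect; plate controls were DMSO wells for no effect and full inhibition by NEM control for full effect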
# Target sequence (O75604 whole entry, looked up): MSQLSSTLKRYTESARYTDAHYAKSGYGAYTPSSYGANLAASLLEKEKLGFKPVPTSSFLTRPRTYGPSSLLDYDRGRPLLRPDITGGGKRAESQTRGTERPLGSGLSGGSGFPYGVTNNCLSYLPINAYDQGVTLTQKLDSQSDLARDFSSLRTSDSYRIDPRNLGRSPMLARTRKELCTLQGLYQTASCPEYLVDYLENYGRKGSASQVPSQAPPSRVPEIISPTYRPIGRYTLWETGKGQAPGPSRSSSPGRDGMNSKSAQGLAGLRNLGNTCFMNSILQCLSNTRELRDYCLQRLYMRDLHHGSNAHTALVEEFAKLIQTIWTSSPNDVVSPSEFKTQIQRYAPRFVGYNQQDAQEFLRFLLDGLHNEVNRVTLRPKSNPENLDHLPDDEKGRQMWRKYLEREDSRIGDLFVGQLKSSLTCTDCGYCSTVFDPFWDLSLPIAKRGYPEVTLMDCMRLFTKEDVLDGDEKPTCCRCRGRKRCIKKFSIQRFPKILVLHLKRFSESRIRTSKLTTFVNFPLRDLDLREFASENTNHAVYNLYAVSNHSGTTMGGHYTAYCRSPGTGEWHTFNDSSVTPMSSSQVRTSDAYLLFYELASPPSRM
#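 Cell-free coupled assay: 10nM USP2 core preincubated 30min RT with compound in Tris-HCl pH 8.0/CaCl2/CHAPS buffer, then 25nM Ub-CHOP2 and 25nM reporter substrate; fluorescence (Ex 485/Em 531) read after 60min RT, normalized to NEM inhibition, concentration-response curves fitted.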
# TRPV1 ag: agonists of human vanilloid receptor 1 (TRPV1). Q8NER1. TRPV1-expressing cells, Fluo-8 calcium influx, agonist mode. activation, % at 8.33 µM. actives 0.19% (n = 320,000); in the data active = activation above about 80%; inconclusive = between about 30% and that limit; note: 0% is about no effect
#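 Fluo-8 calcium influx in TRPV1-expressing cells, kinetic read (ex 480/em 520 nm). Compound added and read 3 min for agonist activity, followed by capsaicin at EC20 final and 2 min further read for enhancement.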
# Mito fusion act: mitochondrial division inhibition or fusion activation | S. cerevisiae fusion-defective mutant growth rescue, CellTiterGlo 48 h | Potency, µM (titrated, usually from 46.1 µM), inactives show top-dose growth rescue (activation), most hits filed as activators | actives 0.23% (n = 320,000) | AID 485298;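 note: potency is the fitted concentration of half-maximal effect; % of control where 0% means no effect; nearly all actives have a fitted effect of over 45% in size; temperature-sensitive fusion mutants such as fzo1-1 at 37 °C on non-fermentable ethanol glycerol medium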
#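 Yeast fusion mutant, YPEG (non-fermentable carbon), compound, 48 h at 37C non-permissive; CellTiterGlo added, 10 min RT, luminescence read. Rescued growth = division inhibition.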
# KCNH2 3.1 inh: inhibitors of human KCNH2 3.1 potassium channel isoform | activity change, % (tested at about 1.8 µM) | U2OS KCNH2 3.1, thallium flux FluxOr; active compounds read low | actives 0.95% (n = 340,000);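 active = maximum activity change below -70%; inconclusive = maximum activity change from -70% to -50%; inactive = maximum activity change above -50%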;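 note: thallium influx rate constant from kinetic fluorescence after stimulation buffer; % is set by controls: 0 for no effect and ±100 for the full control effect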
#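 Normalized rate constant (relative to positive and negative DMSO controls) derived from a 2 min kinetic fluorescence read after stimulation; U2OS cells expressing the 3.1 isoform via virus at 1.77 x 10^8 /mL.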
# ELG1 repair inh: blocks ELG1-dependent DNA repair in HEK293T cells. actives 2.3% (n = 330,000). Potency, µM (doses to about 46.1 µM), for inactives: top-dose activity change, negative = inhibition, hits mostly inhibitors. HEK293T ELG1-luciferase reporter, luminescence, 16 h; DNA damage induced by 5-fluorouridine; note: potency is the fitted concentration of half-maximal effect; % is set by controls: 0 for no effect and ±100 for the full control effect; nearly all actives have a fitted effect of over 55% in size
#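 In this reporter screen, reduction of luminescence relative to DMSO vehicle indicated activity. Compounds and 5-fluorouridine were added together to 2,000 cells per well, incubated for 16 hr at 37 °C, then developed with ONE-Glo.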
# An asterisk follows results filed as active; ? = inconclusive; . = no result given; & = joins results of further samples; [ ] = dose if it differs, or a comment. Unless noted, calls come from the whole dose curve; as a rule, active = well fitted curve in the direction sought with a large enough effect; inconclusive = small, poorly fitted or top-dose-only effect, or another doubt; inactive = no such curve, though single readings can be large; an effect the other way counts as inactive or inconclusive. A portion of the library; count on the stated rates, not on these rows.
SMILES,AT treatment,TSHR antagonist,KCNH2 WT inh,Eya2 inh,TCR act,USP2a block,TRPV1 ag,Mito fusion act,KCNH2 3.1 inh,ELG1 repair inh
N#Cc1ccccc1NC(=O)CN1C(=O)NC(Cc2c[nH]c3ccccc23)C1=O (centres undefined),7%,-23,-3,14%,-6%,0%,0,-4%,0,?
COc1ccccc1N(CC(=O)NCc1ccccc1)C(=O)CCC(=O)Nc1cc(C)ccn1,.,-10,15,0%,-2%[46.1 µM],0%,0,3%,11,?
CCCn1c(=O)c2sccc2n2c(CCCC(=O)NCC3CCCO3)nnc12 (centres undefined),-7%,4,-5,6%,6%,3%,-1,-3%,-1,7%
CCN(C[C@H]1N[C@@](C)(C(=O)OC)[C@H]2C(=O)N(C)C(=O)[C@@H]12)C(=O)COC,2%,8,16,7%,-2%,-2%,.,.,-3,?
Cc1ccccc1NC(=O)C(=O)NNC(=O)COc1ccc2ccccc2c1,-6%,13,-14,6%,0%,1%,-3,20%,28,3%
Cc1cc(C)c2c(=O)[nH]n(C(C)C)c2n1,-6%,14,-18,11%,-1%,0%,0,1%,-17,?
COc1ccc(OC)c(-c2c3c([nH]c(=S)c2C#N)CCCC3)c1,0%,-5,-29,1%,2%,10%,2,4%,-17,-10%
COc1ccc(-c2cc(C(=O)Nc3cc(C)on3)c3ccccc3n2)c(OC)c1,24%,5,7,-6%,-1%,-5%,11,-3%,-1,18µM*
O=c1[nH]c(SCc2ccccc2[N+](=O)[O-])nc2nc[nH]c12,-1%,-6,0,8%,5%,2%,-1,-3%,-3,24%
Cc1cc(C)n(CCc2nc(-c3cccs3)cs2)n1,2%,-1,5,-14%,-5%[46.1 µM],-4%,-2,4%,-3,?
COc1ccc(-c2n[nH]c(=S)o2)c(OC)c1,-1%,3,4,3%,-5%,1%,1,3%,-12,?
N#Cc1cc2c(nc1SCc1ccncc1)CCC2,-3%,3,11,1%,0%,0%,21,11%,-9,?
O=C(CCN1C(=O)c2ccccc2S1(=O)=O)Nc1ccccc1,2%,-4,-1,-4%,1%,0%,-1,-2%,9,5%
CC(C)(C)N(Cc1ccccc1)C(=O)COC(=O)C1CC1,-7%,-4,5,-8%,-1%[46.1 µM],0%,.,.,-11,-7%
COc1ccc(NC(=S)N(CCCN2CCCCCC2)Cc2cccs2)cc1,3%,1,-1,-3%,0%,0%,-1,16%,2,-2%
CCCc1nnc(NC(=O)c2c(O)c3cccc4c3n(c2=O)CC4)s1,35%,-4,-16,2%,-2%,0%,-4,6%,-8,9%
COc1cccc(OC)c1C(=O)NCCN1CCN(C(=O)c2c(OC)cccc2OC)CC1,0%,3,-1,12%,-1%,7%,-1,-5%,14,0%
COC(=O)C1=C(C)NC(=O)C1(NC(=O)c1cccnc1)C(F)(F)F (centres undefined),1%,4,0,2%,2%[46.1 µM],-5%,-1,-2%,4,5%
CCCNc1c(NS(=O)(=O)c2ccc(C)c(C)c2)c(=O)oc2ccccc12,6%,16,5,0%,8%,-4%,9,-2%,-12,14%
c1ccc(Cc2ccc(OCCn3cncn3)cc2)cc1,7%,-11,-9,2%,-48%,0%,7,3%,-11,0%
Cc1ccc(NC(=S)NCc2cccs2)c(C)c1,3%,7,6,-26%,-5%,-1%,12,3%,-18,-4%
CC(C)[C@H](NC(=O)[C@@H]1CSCN1C(=O)OC(C)(C)C)C(=O)NCC1CCC(C(=O)O)CC1 (some centres undefined),1%,4&-10,5,-22%&-6%,0%,1%&0%,-10&-3,-2%&-5%,4,14%
Nc1ccccc1SCc1cn2ccccc2n1,1%,-4,-5,-4%,2%[46.1 µM],2%,2,-18%,20,?
CCCCCCC(C)n1cc(C(C)=O)c(=O)n(C)c1=O (centres undefined),.,-6,-3,-5%,7%[46.1 µM],2%,4,-4%,26,2%

# Some of these compounds in order of length of the SMILES, ascending.
SMILES,AT treatment,TSHR antagonist,KCNH2 WT inh,Eya2 inh,TCR act,USP2a block,TRPV1 ag,Mito fusion act,KCNH2 3.1 inh,ELG1 repair inh
CCCCCCC(C)n1cc(C(C)=O)c(=O)n(C)c1=O (centres undefined),.,-6,-3,-5%,7%[46.1 µM],2%,4,-4%,26,2%
CC(C)(C)N(Cc1ccccc1)C(=O)COC(=O)C1CC1,-7%,-4,5,-8%,-1%[46.1 µM],0%,.,.,-11,-7%
CC(C)[C@H](NC(=O)[C@@H]1CSCN1C(=O)OC(C)(C)C)C(=O)NCC1CCC(C(=O)O)CC1 (some centres undefined),1%,4&-10,5,-22%&-6%,0%,1%&0%,-10&-3,-2%&-5%,4,14%

# (next part)
SMILES,AT treatment,TSHR antagonist,KCNH2 WT inh,Eya2 inh,TCR act,USP2a block,TRPV1 ag,Mito fusion act,KCNH2 3.1 inh,ELG1 repair inh
COc1ccc(-c2nnn(CC(=O)N3CCN(c4ccc(F)cc4)CC3)n2)cc1,7%,9,12,2%,-10%,1%,0,-1%,9,10%
CCc1cccc(C)c1NC(=O)CN1C(=O)c2ccccc2S1(=O)=O,-5%,21,1,-10%,3%,-3%,0,7%,6,10%
Cc1ccc(NC(=O)c2cc(-n3cnnc3)ccc2Cl)c(C)c1,-3%,12,-13,5%,7%[46.1 µM],-3%,-2,6%,?,-13%
CCOC(=O)c1c(NC(=O)COC(=O)c2ncc(Cl)c(Cl)c2Cl)sc(C(=O)N(C)C)c1C,-11%,-7,7,-15%,0%,-2%,12,-1%,-13,-1%
Cc1ccc(Oc2ccc(C(=O)NCc3ccncc3)cc2)cc1,3%,-39,-8,-1%,7%,11%,?,4%,87,?
Cc1ccc(C(=O)COC(=O)C(C)N2C(=O)C3C4C=CC(C4)C3C2=O)cc1C (centres undefined),6%,-2,20,-12%,-2%,4%,3,2%,-6,13%
Cc1cccc(NC(=O)c2ccc3c(c2)C(=O)N(c2ccccn2)C3=O)c1C,8%,-10,-1,-4%,5%,0%,-2,1%,-3,10%
Cc1cc(N)nc(C)c1C#N,4%,1,7,1%,1%,1%,-3,-4%,12,-10%
Cc1ccc(-c2cn(-c3ccccc3)c(=S)[nH]2)cc1C,19%,16,-1,7%,-1%,-11%,-2,9%,4,?
Cc1ccc(N(C)C(=O)N2CCN(S(=O)(=O)c3ccc4ccccc4c3)CC2)cc1,.,-6,-7,15%,2%,0%,?,?,-15,?
CCCNC(=O)c1cc(Cl)c(NC(=O)C2=C(C)OCCS2)cc1OC,12%,0,0,1%,-2%,-7%,8,12%,8,-28%
CC(=O)c1c(N=CN(C)C)nc(C)nc1-c1ccccc1,-4%,3,2,3%,0%,1%,0,-1%,10,-2%

# One compound at a time (already shown). Order of values: AT treatment | TSHR antagonist | KCNH2 WT inh | Eya2 inh | TCR act | USP2a block | TRPV1 ag | Mito fusion act | KCNH2 3.1 inh | ELG1 repair inh
# Cc1ccc(-c2cn(-c3ccccc3)c(=S)[nH]2)cc1C as listed: 19% | 16 | -1 | 7% | -1% | -11% | -2 | 9% | 4 | ?
# CCc1cccc(C)c1NC(=O)CN1C(=O)c2ccccc2S1(=O)=O as listed: -5% | 21 | 1 | -10% | 3% | -3% | 0 | 7% | 6 | 10%
# Cc1cccc(NC(=O)c2ccc3c(c2)C(=O)N(c2ccccn2)C3=O)c1C as listed: 8% | -10 | -1 | -4% | 5% | 0% | -2 | 1% | -3 | 10%

# (list continues)
SMILES,AT treatment,TSHR antagonist,KCNH2 WT inh,Eya2 inh,TCR act,USP2a block,TRPV1 ag,Mito fusion act,KCNH2 3.1 inh,ELG1 repair inh
C=CCNc1nc(NCCN2CCOCC2)nc(OC)n1,6%,-4,4,-7%,-2%,5%,-2,0%,1,3%
Cc1ccc(Cl)cc1N1CCN(C(=O)c2noc(C)c2[N+](=O)[O-])CC1,4%,23,8,5%,-48%,-8%,-2,?,3,6%
CN(CC(=O)N1CCN(c2ccccn2)CC1)S(=O)(=O)c1ccc(Cl)cc1,-15%,5,0,8%,-5%,0%,3,10%,-11,-26%
O=C(CSc1ccc(-c2ccccn2)nn1)c1ccccc1,2%,10,-14,-1%,2%,1%,25,-1%,?,?
O=[N+]([O-])c1cc(S(=O)(=O)N2CCOCC2)ccc1OCc1ccccc1C(F)(F)F,?,-11,-7,2%,0%,0%,0,-5%,-8,24%
